Screening results from PubChem.
CSM14.1 death rescue: rescue of cells from ER stress-induced death, primary screen, 384-well, CSM14.1, thapsigargin, ATP luminescence (AID 1222); 190,000 tested, under 10 active; CSM14.1 thapsigargin-induced death rescue, ATP luminescence; higher % means a stronger effect; one-dose cellular ATP content (survival), % at 20 µM; EC50 in µM for titrated hits;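 active = EC50 below 50 µM in the dose-response confirmation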;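 note: death triggered by thapsigargin at about 15 µM added after 2 h compound pretreatment; cell ATP read after overnight thapsigargin exposure of roughly 18 to 22 hours; normalized against plate controls of thapsigargin alone and 5% DMSO vehicle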
M17LAP inhibition: P. falciparum M17LAP inhibitors, primary screen, biochemical, fluorogenic H-Leu-NHMec substrate, 1536-well (AID 1619); 0.38% of 220,000 active; one-dose inhibition, % at 30 µM; IC50 in µM for titrated hits; recombinant M17LAP, H-Leu-NHMec fluorogenic kinetic assay; higher % means a stronger effect;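 active = compound inhibiting the enzyme by more than half at any dose during confirmatory dose-response retesting; inconclusive = strong single-dose inhibitors picked by rank but not retested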;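 note: plate controls were full reaction with DMSO carrier for no effect and no enzyme background for full effect; strong numbers were not always called active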
XIAP displacement: XIAP antagonists, biochemical, IAP family, fluorescence polarization (AID 1018) | XIAP BIR domain, fluorescence polarization peptide displacement; higher % means a stronger effect | 0.007% of 200,000 active | displacement, % at 20 µM; hits with a dose series show IC50 in µM; in the data active = displacement above about 50%; note: a part of the inactive calls stands beside numbers as strong as those of hits
PhoP inhibition: inhibitors of PhoP regulon expression, primary screen, Salmonella Typhimurium, GFP reporter (AID 1863); one-dose inhibition, % at 50 µM; IC50 in µM for titrated hits; 0.16% of 300,000 active; S. Typhimurium PhoP-regulated promoter GFP reporter, 4 h; higher % means a stronger effect;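 active = inhibition over 29.93%, a cutoff 3 SD above the screen mean, later confirmed by dose response; inconclusive = inhibition over 29.93% but no dose response follow-up; inactive = inhibition at most 29.93% or unconfirmed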;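 note: 0% = low Mg2+ inducing control and 100% = high Mg2+ repressing control; strong numbers were not always called active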
P. falciparum M1AAP: malaria alanyl aminopeptidase activity blockers – biochemical, fluorogenic H-Leu-NHMec substrate, 1536-well (AID 1445). recombinant M1AAP, H-Leu-NHMec fluorogenic kinetic assay; higher % means a stronger effect. one-dose inhibition, % at 30 µM; IC50 in µM for titrated hits. 0.42% of 220,000 active;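 active = primary inhibition above the hit cutoff, then over 50% inhibition at one or more dose response concentrations, cut at about 23% in these data, passing the limit was not always enough; inconclusive = conflicting primary data, or primary hits not chosen for dose response; inactive = low primary inhibition, or under 50% at every dose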;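 note: plate controls were DMSO full reaction for no effect and no enzyme background for full effect; strong numbers were not always called active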
SIAH1 antagonists: Siah-1 peptide-binding antagonists, primary screen, biochemical, fluorescence polarization, rhodamine-plectin, uHTS (AID 1817); Siah-1 / rhodamine-plectin peptide fluorescence polarization; higher % means a stronger effect; displacement, % at 20 µM; hits with a dose series show IC50 in µM; 0.02% of 290,000 active;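 active = displacement of at least 50% at 20 µM, with a fluorescence ratio check between 0.3 and a set limit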;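 note: plate controls were Siah plus tracer with DMSO for no effect and tracer alone without Siah for full effect; strong numbers were not always called active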
Yfh1-depleted yeast: enhancers of respiration in Yfh1-depleted yeast, dose response, Friedreich's ataxia, plus single-dose screen (AID 1465); S. cerevisiae Yfh1-off respiration, WST-1 reduction, 72 h; higher fold induction means a stronger effect; fold induction at 50 µM; hits with a dose series show EC50 in µM; 0.074% of 220,000 active;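 active = fold induction of absorbance versus untreated yeast above a set limit, then at least 30% activation at any dose in follow-up; inconclusive = repeats straddling the limit, or above it without dose testing; inactive = fold induction below the set limit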;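 note: activators that raise dye reduction in frataxin-depleted yeast; strong numbers were not always called active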
West Nile virus CPE: inhibition of WNV-induced cytopathic effect – cell-based, CPE readout (AID 1621); CPE inhibition, % at 10 µM; hits with a dose series show IC50 in µM; 0.02% of 290,000 active; West Nile virus-infected cells, CPE inhibition; higher % means a stronger effect; in the data active = a potency from the dose series; inconclusive = CPE inhibition mostly from about 3.7% at the one dose, without a potency; inactive = the rest, 99 in 100 with CPE inhibition below about 2.2%; note: strong numbers were not always called active
human PMI inhibitors: MPI inhibition at elevated mannose 6-phosphate – biochemical, fluorescence intensity, high mannose 6-phosphate, primary screen (AID 1220). one-dose inhibition, % at 20 µM; IC50 in µM for titrated hits. 0.66% of 190,000 active. recombinant PMI enzyme, coupled fluorescence intensity; higher % means a stronger effect; in the data active = inhibition above about 50%
Numbers without * were called inactive; i = inactive; ? = inconclusive; . = no result given.

SMILES	CSM14.1 death rescue	M17LAP inhibition	XIAP displacement	PhoP inhibition	P. falciparum M1AAP	SIAH1 antagonists	Yfh1-depleted yeast	West Nile virus CPE	human PMI inhibitors
O=C(NNC(=O)c1ccc2ccccc2c1O)c1ccccc1Cl	-0.6%	19%	-5.3%	15%	25%*	-3%	i	-0.1%	1%
COc1ccc(OC2C(=O)N(Cc3ccc(F)cc3)C2c2ccc(OC)c(OC)c2)cc1 (stereo unspecified)	-1.6%	-3%	-2.3%	0%	3%	1%	i	-0.3%	17%
CCOC(=O)c1cnn(-c2ccc(NS(=O)(=O)c3ccc(Cl)cc3)cc2)c1C(F)(F)F	.	1%	.	-8%	3%	4%	i	-0.7%	.
Cc1ccccc1NC(=O)Cn1c([N+](=O)[O-])cnc1C	-1.6%	-1%	7.0%	17%	8%	2%	i	-0.2%	-2%
CCN(Cc1ccccc1)C(=O)c1cc2c(=O)oc3ccc(C)cc3c2s1	-0.2%	-3%	-6.4%	7%	6%	-2%	i	0.2%	9%
N#CCc1ccc(C(=O)c2ccccc2)s1	1.9%	7%	-3.6%	-5%	9%	-2%	i	-0.1%	-4%
O=C(Nc1ccccc1)c1ccc(C(=O)Nc2ccccc2)nc1	1.1%	10%	-5.2%	7%	-3%	17%	i	-0.8%	3%
O=C(CN1CCCCCC1)Nc1ccc(Br)cc1Br	-1.3%	8%	-6.4%	14%	1%	2%	i	-0.3%	-7%
CCN(CC)S(=O)(=O)c1ccc(NC(=S)NC(=O)C(C)C)cc1	-0.2%	-3%	6.4%	-2%	7%	0%	i	-0.9%	17%
O=C(C1=C[C@H](c2ccc3c(c2)OCO3)C[C@H](OCc2ccc(CO)cc2)O1)N1CCOCC1	1.0%	1%	-0.5%	-5%	-1%	-1%	i	0.1%	-8%
COc1ccc(NS(=O)(=O)c2cccc(C(=O)NNC(=O)c3cc(C)oc3C)c2)cc1	-0.2%	-2%	-3.1%	-9%	1%	-6%	i	-0.8%	4%
O=C1C(Nc2ccccc2)=C2CCCC=C2N1c1ccccc1	-0.4%	3%	-8.4%	-1%	7%	-3%	i	0.1%	0%
C#CCOCCOCCOCCNc1nc(N2CCN(C(=O)[C@H](CCCCN)n3cc([C@@H](N)CC(C)C)nn3)CC2)nc(N2CCN(C(=O)[C@H](CCCCN)n3cc([C@@H](N)CC(C)C)nn3)CC2)n1	-0.5%	-3%	-2.4%	14%	2%	9%	i	1.1%	-22%
COc1ccc(-c2cc(-c3cccs3)c(C#N)c(SCC(=O)NCc3ccccc3)n2)cc1	3.4%	-10%	-1.2%	7%	-1%	8%	?	-0.1%	-16%
CC1CCCC/C1=N/Nc1ccc([N+](=O)[O-])cc1[N+](=O)[O-] (stereo unspecified)	0.3%	-5%	-2.3%	23%	2%	1%	i	-0.6%	-2%
CCOP(=O)(OCC)/C(=N/OC(=O)c1cccc([N+](=O)[O-])c1)C(N)=O	.	-5%	.	-7%	-2%	8%	i	0.3%	.
COc1ccc(-c2cc(C(=O)Nc3cc(C)n(Cc4ccc(Cl)cc4)n3)no2)cc1OC	1.5%	3%	0.0%	29%	-1%	-3%	i	0.1%	-2%
Cc1ccc(-c2nnn(CC(=O)Nc3ccc4nn(-c5ccccc5)nc4c3)n2)o1	3.1%	40%	-6.2%	-5%	-2%	1%	.	.	5%
CCN1CCN(c2ncnc3c2cnn3-c2ccc(Cl)cc2)CC1	.	10%	.	-2%	7%	1%	i	-0.1%	.
COc1cccc2[nH]c3c(N4CCN(Cc5ccc6c(c5)OCO6)CC4)ncnc3c12	-3.0%	-24%	-7.0%	47%	5%	-3%	.	.	-7%

Random excerpt: two entries already listed, in no set order.
SMILES	CSM14.1 death rescue	M17LAP inhibition	XIAP displacement	PhoP inhibition	P. falciparum M1AAP	SIAH1 antagonists	Yfh1-depleted yeast	West Nile virus CPE	human PMI inhibitors
O=C(NNC(=O)c1ccc2ccccc2c1O)c1ccccc1Cl	-0.6%	19%	-5.3%	15%	25%*	-3%	i	-0.1%	1%
COc1ccc(NS(=O)(=O)c2cccc(C(=O)NNC(=O)c3cc(C)oc3C)c2)cc1	-0.2%	-2%	-3.1%	-9%	1%	-6%	i	-0.8%	4%

The list continues:
SMILES	CSM14.1 death rescue	M17LAP inhibition	XIAP displacement	PhoP inhibition	P. falciparum M1AAP	SIAH1 antagonists	Yfh1-depleted yeast	West Nile virus CPE	human PMI inhibitors
O=Cc1c[nH]c2ccc(S(=O)(=O)N3CCOCC3)cc12	-3.6%	2%	-1.0%	8%	-2%	2%	i	-0.1%	8%
CC1=C(C#N)C(C)C2=C(CC(C)(C)CC2=O)N1 (stereo unspecified)	2.2%	-50%	-1.0%	-7%	19%	-4%	i	1.2%	-1%
COC1=C(Nc2ccccc2OC)C(=O)c2ccccc2C1=O	.	23%	.	1%	8%	-3%	i	-0.3%	.
C=CCn1c(-c2ccc([N+](=O)[O-])cc2)n[nH]c1=S	-1.3%	20%	-0.2%	-2%	3%	14%	i	-0.1%	0%
CC1CC1C(=O)OCC(=O)Nc1ccccc1Oc1ccccc1 (stereo unspecified)	-0.5%	5%	-5.8%	3%	-1%	1%	i	0.2%	9%
Cc1cc(C)n(Cc2ccc(C(=O)O)cc2)n1	-0.1%	-3%	-3.7%	-9%	5%	-1%	i	0.1%	-5%
O=c1[nH]ncn1-c1cccc(C(F)(F)F)c1	-0.8%	-10%	-6.2%	-2%	-1%	-12%	i	-0.3%	2%
NCCCNC(=O)c1cc2ccccc2[nH]1	0.7%	-5%	-1.7%	-15%	7%	-1%	i	0.1%	-5%
CCOC(=O)c1[nH]c2ccc(Br)cc2c1NC(=O)CCN1CCC(C)CC1	-1.2%	5%	-2.5%	-3%	6%	-5%	i	-1.0%	-5%
O=C(CSc1nnc(CNc2cccc(Cl)c2)o1)OC1CCCCC1	-5.1%	-3%	-1.6%	-6%	5%	0%	i	-0.6%	4%
O=S(=O)([O-])C/C(=C\c1ccc(Cl)cc1)c1cc[n+](CCO)cc1	-0.1%	6%	-2.0%	7%	4%	-3%	i	0.3%	-3%
CC1=C(C(=O)OCC(C)C)C(c2ccc(F)cc2)NC(=O)N1 (stereo unspecified)	1.3%	3%	3.4%	-8%	-2%	-1%	i	-0.6%	8%
CCc1nc(C)ccc1OCC(=O)NCCCN(C)C	-0.1%	8%	1.4%	5%	-4%	5%	i	1.0%	-8%
COc1cccc(NC(=O)N2CCCC2C(=O)NCc2ccccc2F)c1 (stereo unspecified)	-2.4%	-4%	-8.4%	-9%	5%	-4%	i	0.7%	-1%
Cc1ccc(-c2nnc(SCC(=O)Nc3cccc(C(=O)N4CCOCC4)c3)n2C)cc1	-1.0%	-9%	-2.0%	-15%	3%	1%	i	-0.3%	0%
Cc1cc(=O)oc(C)c1C(=O)N1CCc2c([nH]c3ccccc23)C1C(C)C (stereo unspecified)	1.7%	-3%	-2.3%	-7%	18%	-2%	i	-0.1%	6%
COc1cc(CNCc2cccnc2)ccc1OCC(=O)NC(C)(C)C	1.4%	-4%	-2.0%	2%	-4%	1%	i	-0.7%	-1%
COC(=O)CN1C(=O)Nc2ccc(Br)cc2C1c1ccccc1Cl (stereo unspecified)	1.7%	3%	-3.8%	19%	0%	-1%	i	-0.1%	-2%
O=C(C(=O)N1CCc2ccccc2C1)N1CCc2ccccc2C1	21%	5%	-7.9%	30%	7%	-3%	i	0.2%	4%
CC(=O)Nc1cccc(NC(=O)CS(=O)(=O)c2cn(CC(=O)N3CCOCC3)c3ccccc23)c1	-8.0%	3%	-2.8%	3%	6%	22%	i	0.0%	3%
Fc1cccc(Cl)c1/C=N/Nc1ccccn1	-0.2%	-1%	-3.0%	-2%	5%	13%	i	-1.1%	12%
CC12CCC(C(=O)NCCCN3CCOCC3)(C(Br)C1=O)C2(C)C (stereo unspecified)	.	7%	.	-11%	-5%	-2%	i	0.0%	.
Cc1ccc(C)c(OCC(=O)Nc2ccc(S(=O)(=O)Nc3ccccn3)cc2)c1C	-2.0%	6%	-6.4%	9%	11%	5%	i	-0.6%	4%
CC1(OC(=O)CCc2ccccc2)C(=O)C=C2C=C(c3ccc(C#N)cc3)N(C3CCCC3)C=C2C1=O (stereo unspecified)	.	2%	.	2%	6%	-2%	i	0.1%	.
Cc1ccc(C)n1C(Cc1ccccc1)C(=O)O (stereo unspecified)	-0.4%	20%	14%	-2%	-1%	14%	i	0.9%	15%
C=CCSc1nc(=O)n2cccc(C)c2n1	-1.7%	12%	-2.4%	9%	4%	-1%	i	0.3%	11%
O=C(NCCCn1ccnc1)C(=O)NCc1ccc(Cl)cc1	-2.3%	6%	-6.2%	4%	3%	11%	i	-0.1%	1%
CCOC(=O)/C(C#N)=C1/C=CN(C)C=N1	0.1%	67%	-5.3%	10%	15%	-2%	i	1.0%	-2%
CCNC(=O)NC(=O)COC(=O)C1CSC2(C)CCC(=O)N12 (stereo unspecified)	.	-2%	-5.4%	-3%	0%	8%	i	0.0%	-12%
O=C(Cn1c(C(=O)N2CCc3ccccc3C2)cc2sccc21)c1ccccc1	-1.4%	-1%	-1.7%	-2%	2%	2%	i	0.9%	13%
COc1cc2nc3occc3c(OC)c2cc1OC	-5.8%	9%	-5.0%	1%	2%	6%	i	2.6%	-6%
CC1CCCC(C)N1C(=O)CN1C(=O)C(C)(C)Oc2ccc(C(=O)NC3CCCCC3)cc21 (stereo unspecified)	-2.6%	0%	3.1%	10%	-1%	6%	i	1.3%	11%
CCC(=O)N(CCCN(C)C)c1nc(-c2cc(OC)ccc2OC)cs1	-2.1%	1%	-3.8%	-3%	-2%	3%	i	0.8%	2%
NC(=O)c1cccnc1OCC(F)(F)F	.	1%	.	-11%	4%	9%	i	-0.1%	.
Cc1cc(N2CC(C(=O)O)CC2=O)ccc1Br (stereo unspecified)	-1.2%	14%	-4.7%	4%	2%	3%	i	0.2%	7%
CN(C)S(=O)(=O)c1cccc(NC(=O)COC(=O)c2c[nH]c(=O)[nH]c2=O)c1	-0.4%	8%	-3.8%	4%	-2%	-4%	i	-0.7%	2%
O=C(COc1ccccc1)NC(=S)N1CCc2ccccc21	-0.8%	15%	3.7%	9%	3%	6%	i	-0.1%	7%
COc1cc(NC(=O)C2CCN(S(=O)(=O)c3cccnc3)CC2)cc(OC)c1OC	-0.1%	-20%	-4.7%	-1%	-1%	-3%	i	0.1%	14%
CCC(=O)Nc1sc2c(c1C#N)CCCCC2	-0.5%	0%	-5.3%	-3%	9%	-4%	i	1.4%	2%
O=C(CN1CCC(O)(c2ccccc2F)CC1)NCCc1c[nH]c2ccccc12	-1.1%	2%	-1.9%	8%	10%	2%	i	0.6%	-5%
COc1cc([N+](=O)[O-])ccc1NC(=O)Oc1ccc(NC(C)=O)cc1	.	9%	.	6%	20%	0%	i	0.4%	.
